BLM inh – qHTS Assay for Inhibitors of Bloom's syndrome helicase (BLM). 0.2% of 350,000 active. recombinant BLM DNA unwinding, fluorescence dequenching. Potency, µM (top dose mostly 56.1 µM), inactives show at the highest dose activity change, negative = inhibition, most hits filed as inhibitors. AID 2528, 2010;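 also: plate controls were vehicle for no effect and no enzyme for full effect; nearly all actives have a fitted effect of over 35% in size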
G9a inh – qHTS Assay for Inhibitors of Histone Lysine Methyltransferase G9a. Potency, µM (highest dose often 102 µM), inactives show top-dose activity, negative = inhibition, usual class: inhibitors. 8.8% of 350,000 active. G9a H3K9 monomethylation, AlphaScreen, 2 h; also: % is scaled to controls: 0 for no effect and ±100 for the full control effect; nearly all actives have a fitted effect of over 75% in size
Target sequence (Q96KQ7 913-1193 limits assumed): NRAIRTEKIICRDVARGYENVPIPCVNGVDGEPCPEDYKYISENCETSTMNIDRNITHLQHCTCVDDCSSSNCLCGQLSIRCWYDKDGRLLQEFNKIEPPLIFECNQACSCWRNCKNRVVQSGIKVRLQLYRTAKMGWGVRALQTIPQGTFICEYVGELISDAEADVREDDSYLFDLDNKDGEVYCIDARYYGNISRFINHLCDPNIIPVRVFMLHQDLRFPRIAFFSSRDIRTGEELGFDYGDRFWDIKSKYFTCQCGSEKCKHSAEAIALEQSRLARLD
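Signal arises when biotinylated H3K9 peptide, once monomethylated, bridges streptavidin donor and antibody-captured acceptor beads. Enzyme at 20 nM was preincubated 15 min with test compounds; peptide 500 nM and SAM 20 uM then reacted for 2 h.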
BAZ2B block – qHTS Assay for Inhibitors of BAZ2B; 4.4% of 360,000 active; Potency, µM (series often up to 114 µM), inactives show at the highest dose activity change, negative = inhibition, actives largely listed as inhibitors; AID 504333, 2011; Bromodomain adjacent to zinc finger domain protein 2B (Homo sapiens), Q9UIF8; AlphaScreen BAZ2B-H3K14Ac peptide displacement; also: % is scaled to controls: 0 for no effect and ±100 for the full control effect; nearly all actives have a fitted effect of over 60% in size
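Multi-concentration screen (max 110 uM) measuring displacement of acetylated histone H3 peptide from BAZ2B by AlphaScreen, using 50 nM protein, 50 nM peptide and 10 ug/mL streptavidin donor plus Ni-chelate acceptor beads.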
GLS inhibitor – qHTS for Inhibitors of Glutaminase (GLS); Potency, µM (highest dose often 45.5 µM), for inactives: at the highest dose activity change, negative = inhibition, usual class: inhibitors; GLS enzymatic activity, qHTS titration; 0.21% of 410,000 active; also: % is scaled to controls: 0 for no effect and ±100 for the full control effect
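hKGA; 45 mM KH2PO4 pH 8.2 + 0.02% Tween-20; cpd via pin tool; 1 mM Gln soln; GluOx/HRP/Amplex Red; RT 30 min; fluor. t0 & final.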
Pin1 inh – qHTS Assay to Find Inhibitors of Pin1; 0.009% of 390,000 active; Potency, µM (top dose mostly 115 µM), for the others: top-dose activity, negative = inhibition, most hits filed as inhibitors; Peptidyl-prolyl cis-trans isomerase NIMA-interacting 1 (Homo sapiens), Q13526; Pin1 FP peptide displacement, HiFluor488, 10 min; active = well fitted inhibition curve with a large enough effect in the polarisation, with a control signal flat, not every such curve was filed as active; inconclusive = small, poorly fitted or top-dose-only effect, or effect the other way, or a change in a side signal; inactive = no such curve, though single readings can be large or run the other way; the % refers to the polarisation; also: % is scaled to controls: 0 for no effect and ±100 for the full control effect
PGK inhibitor – qHTS Assay to Find Inhibitors of Phosphoglycerate Kinase. Phosphoglycerate kinase, glycosomal (Trypanosoma brucei brucei), P07378. PGK/GAPDH coupled, Kinase-Glo luminescence, 60 min. Potency, µM (highest dose often 57.5 µM), for inactives: at the highest dose activity change, negative = inhibition, most hits filed as inhibitors. 0.043% of 380,000 active. AID 602233, 2012; also: % is scaled to controls: 0 for no effect and ±100 for the full control effect; nearly all actives have a fitted effect of over 60% in size
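Recombinant glycosomal PGK reaction used 1,3-bisphosphoglycerate generated in-well by GAPDH (100nM final) in 100mM TEA pH 7.6, 5mM MgCl2, 0.01% Tween-20. After 60 minutes at room temperature, ATP was read by Kinase-Glo Plus luminescence end-point.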
JMJD2A Tudor inh – qHTS Assay for Inhibitors of JMJD2A-Tudor Domain | Potency, µM (series often up to 114 µM), for inactives: top-dose activity change, negative = inhibition, usual class: inhibitors | Lysine-specific demethylase 4A (Homo sapiens), O75164 | 4.4% of 390,000 active | AlphaScreen JMJD2A-Tudor / H3K4me3 peptide binding; also: % is scaled to controls: 0 for no effect and ±100 for the full control effect; nearly all actives have a fitted effect of over 50% in size
POLI inh – qHTS for Inhibitors of Polymerase Iota; Potency, µM (doses to about 115 µM), for inactives: top-dose activity, negative = inhibition, usual class: inhibitors; AID 588590, 2011; DNA polymerase iota (Homo sapiens), Q9UNA4; Pol iota fluorescent replication assay, 10 min; 1% of 390,000 active
Target sequence (Q9UNA4 whole entry, looked up): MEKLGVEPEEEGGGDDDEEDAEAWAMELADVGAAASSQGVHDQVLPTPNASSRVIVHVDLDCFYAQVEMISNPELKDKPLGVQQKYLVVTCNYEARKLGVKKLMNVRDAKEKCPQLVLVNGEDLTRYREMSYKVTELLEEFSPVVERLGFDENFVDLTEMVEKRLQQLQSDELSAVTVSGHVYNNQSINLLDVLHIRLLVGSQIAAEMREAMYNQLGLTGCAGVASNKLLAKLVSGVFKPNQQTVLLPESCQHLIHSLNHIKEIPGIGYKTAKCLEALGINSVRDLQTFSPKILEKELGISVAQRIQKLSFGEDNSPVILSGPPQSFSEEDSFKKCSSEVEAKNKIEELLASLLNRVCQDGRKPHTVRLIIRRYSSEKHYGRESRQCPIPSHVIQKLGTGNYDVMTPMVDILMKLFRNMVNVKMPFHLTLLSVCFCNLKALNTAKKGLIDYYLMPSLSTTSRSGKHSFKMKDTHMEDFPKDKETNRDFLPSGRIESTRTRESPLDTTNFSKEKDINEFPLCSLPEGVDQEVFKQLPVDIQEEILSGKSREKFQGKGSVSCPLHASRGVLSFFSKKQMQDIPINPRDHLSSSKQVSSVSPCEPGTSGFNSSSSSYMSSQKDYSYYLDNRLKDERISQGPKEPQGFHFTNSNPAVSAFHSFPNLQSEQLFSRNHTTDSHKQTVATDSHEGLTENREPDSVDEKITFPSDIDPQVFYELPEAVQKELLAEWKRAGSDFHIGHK
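Fluorescent replication assay read twice, at 0 min and 10 min after adding 50 nM (final) substrate. Enzyme (10 nM) and compounds were first incubated 15 min at room temperature; enzyme-free buffer wells were negative controls.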
HP1b chromo inh – HTS for Inhibitors of HP1-beta Chromodomain Interactions with Methylated Histone Tails. Potency, µM (doses to about 114 µM), for the others: at the top dose activity change, negative = inhibition, most hits filed as inhibitors. AlphaScreen HP1-beta / biotin-H3K9me3 peptide binding. AID 540317, 2011. 0.56% of 390,000 active; also: nearly all actives have a fitted effect of over 70% in size; inactives centre near 23
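HP1-beta protein (50 nM final) preincubated 30 min at room temperature with biotinylated H3(1-18)K9me3 peptide (50 nM) in PBS pH 7.4, 0.01% Tween-20, then compound added for 30 min. AlphaScreen streptavidin donor/nickel chelate acceptor beads (10 ug/mL final), 30 min dark, luminescence read.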
* hit, by the source's call; i = inactive; ? = inconclusive; . = no result given; [ ] = dose if it differs, or a comment. Unless noted, calls follow the shape of the dose curve; as a rule, active = well fitted curve in the direction sought with a large enough effect; inconclusive = small, poorly fitted or top-dose-only effect, or another doubt; inactive = no such curve, though single readings can be large; an effect the other way counts as inactive or inconclusive. Potency is read from the fitted curve at half-maximal effect. Only part of the results is shown, so the mix of outcomes need not match the whole.

molecule	POLI inh	HP1b chromo inh	GLS inhibitor	PGK inhibitor	BLM inh	JMJD2A Tudor inh	BAZ2B block	Pin1 inh	G9a inh
O=C(NCc1cccnc1)c1nn(-c2ccc(Cl)cc2)nc1CO	1.2%	8.1%	-4.1%	i	3.1%	-20.1%	-1.2%	-12.0%	9.0%[59 µM]
OC(CN1CCC(Cc2ccccc2)CC1)c1ccccc1 (configuration not stated)	24.9%	43.2%[activator]	-1.7%	i	0.8%	-11.0%	5.0%	-2.4%	-16.4%
Cc1cc[n+](CCc2ccccc2)cc1C	12.5%	8.3%	-6.1%	-2.1%	-2.2%	-17.1%	-0.9%	-14.5%	-9.2%
O=C(NC(=S)Nc1ccccc1N1CCCCC1)c1ccccc1	-12.2%	-24.1%	10.5%	-2.3%	-8.6%	?	?	-11.6%	31.6µM*
CCOC(=O)C(NC(C)=O)C(=O)Nc1ccc(C)cc1C (configuration not stated)	39.8%[activator]	7.0%	-15.0%	-0.3%	-3.0%	2.7%	-4.3%	5.9%	?
COc1cccc(NC(=O)CN(C)S(=O)(=O)c2ccc3c(c2)NC(=O)CS3)c1	?	-2.5%[57 µM]	-1.3%	-6.7%	-0.3%	-5.3%	-11.7%	6.6%	.
O=C(O)c1cc(N/N=C/c2ccncc2)ccc1Cl	12.8%	18.0%[57 µM]	-25.9%	-7.4%	-5.6%	-7.4%	-2.4%	7.1%	-46.3%[59 µM]
CCOC(=O)c1ccc(Cn2c(-c3ccccc3)nnc2-c2ccccc2)o1	2.9%	7.6%	4.6%	1.7%	-9.8%	-25.2%[57.1 µM]	12.7%	5.2%	13.1%[59 µM]
COc1cc(NC(=O)CC(C)n2nc(C)cc2C)cc(OC)c1 (configuration not stated)	7.1%	29.7%	-2.3%	-3.3%	0.3%	-5.3%	-3.6%	-2.9%	4.0%[59 µM]
O=C(COC(=O)c1nc(Cl)ccc1Cl)NCc1ccc(Cl)cc1	14.8%	54.1%[activator]	-7.8%	-6.3%	.	-3.9%	10.6%	2.4%	-5.0%[2.33 µM]
Cc1ccc(-c2nn(C)c(=O)c3ccccc23)cc1CN1CCCCC1	-26.4%	12.5%	1.9%	5.7%	1.4%	-16.9%	0.3%	-0.5%	13.2%[59 µM]
Cc1cc(C)cc(-c2nnc(SCC(=O)c3ccc4c(c3)OCCO4)o2)c1	7.6%	8.4%	-1.2%	.	1.5%	-6.1%	3.4%	0.1%	4.8%[59 µM]
N#Cc1c(-c2ccc(F)cc2)nc2n(c1=O)CCS2	2.5%[58.9 µM]	14.8%	0.3%	i	-0.3%	-9.3%	3.1%	2.4%	-5.3%[59 µM]
Brc1cccc(-c2nnc3sc(CN4CCC5(CC4)OCCO5)cn23)c1	13.6%	16.7%	4.7%	-13.0%	1.2%	-18.0%	2.5%	2.5%	5.6%
Cc1ccc(C)c(SCC(=O)Nc2ccc(C)c(S(=O)(=O)N3CCOCC3)c2)c1	?	49.7%[activator]	8.4%	-7.1%	.	-6.4%	-3.8%	-1.1%	3.2%[12.7 µM]
Cc1ccc([C@@H]2[C@@H]3C(=O)N(c4ccccc4)C(=O)[C@@H]3[C@]3(C)C(=O)N(Cc4ccc(-c5ccccc5)cc4)CC(=O)N23)o1	3.2%	28.6%	-16.5%	i	-22.7%	-18.7%	13.1%	38.2%[activator]	.
O=C(COc1ccccc1Cl)Nc1ccc2oc(-c3ccccc3F)nc2c1	46.0%[activator]	6.1%	0.0%	.	-8.6%	-19.2%	-0.8%	4.3%	-1.0%[59 µM]
COc1ccccc1S(=O)(=O)Cc1ccc(C(=O)NCc2ccc3c(c2)OCO3)o1	2.6%	19.9%	0.8%	i	-1.3%	-6.3%	8.4%	-5.8%	0.9%
OCC[C@@H]1C[C@H](O)[C@@H](O)[C@]2(CCCc3ccccc3O2)O1	1.0%	21.2%	2.7%	-11.6%	0.3%	-22.1%	-13.4%	9.8%	-1.9%
O=C(NC1(C(=O)NC2CCCC2)CCCCC1)c1ccc2c(c1)OCO2	13.2%	18.9%	-0.8%	i	-0.1%	-18.9%	0.9%	-1.0%	12.2%[12.7 µM]
Cc1cc(NS(=O)(=O)c2ccc(NC(=S)Nc3ccc(Cl)cc3C)cc2)no1	149.6%[activator]	10.7%	22.8%	?	-7.3%	-6.6%	-14.1%	-0.5%	12.8%[59 µM]
CCOc1ccccc1N(CC(=O)N1CCCCCC1)S(C)(=O)=O	1.3%	42.2%[activator]	-9.6%	0.3%	1.4%	-18.7%	-0.3%	2.0%	-1.7%[12.7 µM]
O=C(NCc1ccc2c(c1)OCO2)c1ccc(Cl)c(S(=O)(=O)N2CCOCC2)c1	-2.7%[58.9 µM]	11.8%	5.1%	i	2.7%	-26.5%	5.2%	-0.1%	8.3%
Cc1ccc(-c2noc(CCCC(=O)NCC3CCCO3)n2)cc1 (configuration not stated)	0.9%	23.9%	-5.7%	i	-5.4%	3.5%	-1.5%	-4.6%	10.4%
CC(CCc1ccccc1)NC(=O)c1cccc([N+](=O)[O-])c1 (configuration not stated)	7.7%	19.1%	7.7%	-6.5%	-0.8%	-15.1%	-10.8%	-6.1%	10.1%[59 µM]
CCOc1cc(/C=N/Nc2ncnc(Cl)c2N)ccc1O	9.0%	-10.0%	-18.8%	-5.4%	-15.1%	-27.1%	-27.4%	1.8%	?
COc1cc(OC)c(N2CC(C(=O)Nc3cccc(C(=O)NC4CC4)c3)CC2=O)cc1Cl (configuration not stated)	13.6%	21.2%	0.0%	1.0%	.	-10.2%	7.5%	0.4%	1.6%[0.501 µM]
CCOC(=O)c1c(N2CCCCC2)c2ccccc2[nH]c1=O	11.7%	13.8%	6.0%	5.7%	-0.6%	-9.4%	24.9%	0.8%	-34.2%[2.33 µM]
CCOC(=O)Cn1c(=O)oc2cc(S(=O)(=O)N3CCn4c3nc3ccccc34)ccc21	?	17.1%	-19.2%	-3.1%	-4.4%	-9.0%	3.2%	-2.5%	?
CCC(C)(C)NC(=O)C(c1cccc(OC)c1OC)N(Cc1ccccc1)C(=O)CCC(=O)Nc1cc(C)on1 (configuration not stated)	16.8%	26.0%	-1.9%	i	-3.7%	-9.7%	1.7%	-3.6%	14.5%[59 µM]
Cc1cc2nc(C)c3c(n2n1)CCC3	53.5%[activator]	19.2%	2.8%	3.8%	-0.7%	-6.5%	1.4%	3.2%	13.7%
Cc1cc(=O)cc(C)n1-c1ccc(Br)cc1	44.1%[activator]	17.0%	13.0%	-2.8%	0.7%	-3.8%[11.4 µM]	9.5%	?	-11.4%
Cc1cccc(C(C)C)c1NC(=O)C(C)OC(=O)Cn1cnc2c1c(=O)n(C)c(=O)n2C (configuration not stated)	34.0%[activator]	10.1%	2.0%	-0.7%	.	-9.0%	-0.9%	-0.4%	6.0%[0.501 µM]
Cc1csc(NC(=O)c2cc3c(s2)-c2ccccc2OC3)n1	-22.1%	60.3%[activator]	4.0%	6.9%	-6.8%	0.7%	44.7%[activator]	9.6%	-1.5%
CCc1ccccc1NC(=O)C(=O)NCC(c1cccnc1)N1CCc2ccccc21 (configuration not stated)	31.1%	19.9%	18.5%	-0.4%	-8.7%	-0.7%	0.4%	4.7%	-5.2%[59 µM]
O=C(NCCO)C(=O)Nc1cc2c3c(c1)CC(=O)N3CCC2	?	13.4%	-1.3%	-7.2%	-5.6%	-9.4%	-18.6%	?	-4.0%[59 µM]
COc1ccc(N2C(=O)C3CCCN3C2c2cccc(Br)c2)cc1 (configuration not stated)	-11.6%	45.5%[activator]	2.3%	-9.2%	-1.6%	-10.6%	12.1%	-6.2%	-17.2%
COC(=O)CNC(=O)c1nn(-c2cccc(OC)c2)c(=O)c2ccccc12	26.1%	63.3%[activator]	-1.3%	-6.4%	-1.4%	2.5%	2.3%	-0.1%	4.8%[59 µM]
c1ccc(C[C@H]2CN=C(Nc3ccccc3)N2CCC2CCCC2)cc1	?	15.2%	-0.9%	-2.8%	.	-26.2%	4.7%	-1.4%	-10.8%[2.33 µM]
COCCN1CC(=O)N(c2cccc(C)c2C)C(c2ccc(Cl)cc2)C1=O (configuration not stated)	2.4%	25.7%	-5.4%	-7.4%	-0.7%	6.6%	8.7%	9.6%	-1.7%[59 µM]
O=C(CNC(=O)c1ccc(=O)[nH]c1)Nc1ccc(F)c(F)c1	-16.7%	18.5%	-3.0%	-8.5%	1.4%	-11.3%	3.5%	-5.8%	1.8%
CCCNC(=O)CN1C(=O)NC(c2ccccc2)(c2ccccc2)C1=O	78.4%[activator]	9.9%	-3.9%	2.5%	-1.2%	-9.5%	1.4%	-11.8%	18.4%

Given as labelled records: part of the list above
Cc1cc(=O)cc(C)n1-c1ccc(Br)cc1
  POLI inh: 44.1%[activator] | HP1b chromo inh: 17.0% | GLS inhibitor: 13.0% | PGK inhibitor: -2.8% | BLM inh: 0.7% | JMJD2A Tudor inh: -3.8%[11.4 µM] | BAZ2B block: 9.5% | Pin1 inh: ? | G9a inh: -11.4%

Cc1cccc(C(C)C)c1NC(=O)C(C)OC(=O)Cn1cnc2c1c(=O)n(C)c(=O)n2C (configuration not stated)
  POLI inh: 34.0%[activator] | HP1b chromo inh: 10.1% | GLS inhibitor: 2.0% | PGK inhibitor: -0.7% | BLM inh: . | JMJD2A Tudor inh: -9.0% | BAZ2B block: -0.9% | Pin1 inh: -0.4% | G9a inh: 6.0%[0.501 µM]

Screening data deposited in PubChem BioAssay by National Center for Advancing Translational Sciences (NCATS).
